DNMT1 inh: DNMT1 (human) enzyme inhibition | P26358 | DNMT1 molecular beacon, Hinp1I cleavage, fluorescence | inhibition (reported as % activation of signal), % at 10 µM | 360,000 compounds, 0.83% hits; in the data active = inhibition above about 50%
SUMO1-SIM PPI: alters human SUMO1 binding to SIM partners | P63165 | SUMO1 binding to a labelled peptide, TR-FRET, 1 h | inhibition, % at 20 µM | 360,000 compounds, 0.33% hits | AID 602429; in the data active = inhibition above about 37%
Scp1 inh: Scp-1 (human) phosphatase inhibition; Recombinant Scp1, phosphopeptide, malachite green phosphate absorbance; inhibition, % at 20 µM; AID 493091; 340,000 compounds, 0.88% hits;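 active = inhibition above about 50% at 20 µM, limit read from the data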;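 note: plate controls were DMSO wells with enzyme for no effect and wells lacking enzyme for full effect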
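System: truncated SCP-1 phosphatase (76-261aa); medium: Tris acetate buffer pH 5.5 with MgCl2 and Tween-20; incubation: 45 min room-temperature reaction, 5 min colour, 30 min stabiliser; compound: single 20 µM dose, 1% DMSO; reagent: Phosphorylated 17-residue peptide substrate; read-out: % inhibition at 20 µM; technique: colorimetric free-phosphate detection, absorbance 630 nm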
Rpn11 block: inhibitors of human proteasome Rpn11 | O00487 | human 26S proteasome, Ub4-pepOG fluorescence polarization; 20S core pre-blocked with epoxomicin | calls only at 20 µM | 360,000 compounds, 0.59% hits;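 active = inhibition at 20 µM, scaled to each plate's controls, above about 33%, limit read from the data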
Target sequence (O00487 whole entry, looked up): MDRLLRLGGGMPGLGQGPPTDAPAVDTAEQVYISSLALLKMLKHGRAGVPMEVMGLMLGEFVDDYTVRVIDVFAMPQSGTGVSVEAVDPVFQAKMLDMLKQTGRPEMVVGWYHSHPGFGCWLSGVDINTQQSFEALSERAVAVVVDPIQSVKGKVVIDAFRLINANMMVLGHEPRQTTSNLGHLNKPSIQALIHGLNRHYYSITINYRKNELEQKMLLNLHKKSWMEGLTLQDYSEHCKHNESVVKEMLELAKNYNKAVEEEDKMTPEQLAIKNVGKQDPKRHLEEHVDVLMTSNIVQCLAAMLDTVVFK
TbMetRS inhib: blocks T. brucei methionyl-tRNA synthetase activity | purified T. brucei MetRS, ATP depletion, Kinase-Glo luminescence | 360,000 compounds, 0.4% hits | AID 624268 | inhibition, % at 11.9 µM;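 active = inhibition above a per-plate cutoff of the control wells' mean inhibition plus 3 SD, cut at about 5.5% in these data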;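 note: 0% = DMSO wells median and 100% = median of wells with control inhibitor compound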
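assay system = parasite MetRS enzyme | timing = 15 min preincubation, 2 h reaction, all 25 °C | evaluation = percent inhibition relative to median high and low control wells | medium = HEPES buffer containing pyrophosphatase, BSA, spermine, DTT | compound = single dose, 11.9 µM final nominal, 0.9% final DMSO | detection = Kinase-Glo luminescence, ATP depletion format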
PABP1 MLLE inh: inhibitors of microRNA-mediated deadenylation, human PABP1 MLLE binding | inhibition, % at 20 µM | P11940 | 360,000 compounds, 0.36% hits | GST-MLLE / FITC-PAM2 fluorescence polarization | AID 588489; in the data active = inhibition above about 35%, passing the limit was not always enough;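 note: plate controls were DMSO wells with GST-MLLE for no effect and wells lacking GST-MLLE protein for full effect; some results filed as inactive read as strong as hits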
Target sequence (P11940 whole entry, looked up): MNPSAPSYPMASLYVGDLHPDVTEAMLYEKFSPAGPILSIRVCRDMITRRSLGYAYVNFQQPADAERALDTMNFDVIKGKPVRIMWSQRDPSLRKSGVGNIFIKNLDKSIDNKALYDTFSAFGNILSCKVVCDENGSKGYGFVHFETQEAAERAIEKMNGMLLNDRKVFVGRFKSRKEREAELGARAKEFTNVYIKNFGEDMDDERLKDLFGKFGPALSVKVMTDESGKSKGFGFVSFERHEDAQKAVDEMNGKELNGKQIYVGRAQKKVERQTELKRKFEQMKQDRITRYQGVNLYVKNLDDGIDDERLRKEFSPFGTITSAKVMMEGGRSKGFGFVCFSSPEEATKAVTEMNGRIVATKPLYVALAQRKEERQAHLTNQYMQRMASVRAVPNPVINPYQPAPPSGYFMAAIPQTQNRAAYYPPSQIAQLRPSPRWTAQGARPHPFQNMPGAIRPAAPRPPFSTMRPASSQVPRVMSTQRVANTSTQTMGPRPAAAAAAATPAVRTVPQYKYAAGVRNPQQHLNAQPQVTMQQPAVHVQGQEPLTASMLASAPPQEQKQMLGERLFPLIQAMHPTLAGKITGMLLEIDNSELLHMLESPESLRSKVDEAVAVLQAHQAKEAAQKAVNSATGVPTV
STEP block: blocks human striatal-enriched tyrosine phosphatase | AID 588621 | P54829 | 360,000 compounds, 0.25% hits | inhibition, % at 20 µM | recombinant STEP, OMFP fluorogenic substrate, fluorescence;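 active = inhibition at 20 µM, scaled per plate between control wells, above about 37%, limit read from the data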;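 note: 0% = DMSO with enzyme and substrate and 100% = substrate only without enzyme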
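Also added – OMFP at 25 µM · Test system – STEP tyrosine phosphatase · Technique – FITC-channel fluorescence of OMFP product · Schedule – 20 min at room temperature, dark · Evaluation – control-normalized % inhibition with plate pattern correction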
CSN deneddyl inh: CSN deneddylation inhibition; Purified CSN, SCF-Nedd8-OG deneddylation, fluorescence polarization; inhibition, % at 12.5 µM; 360,000 compounds, 0.38% hits; AID 651999;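 active = pattern-corrected inhibition above about 35%, with an unprinted fluorescence ratio check between 0.5 and 1.5, limit read from the data, passing the limit was not always enough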;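 note: 0% = enzyme with substrate and 100% = substrate without enzyme; some results filed as inactive read as strong as hits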
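Test system: Human Csn5 produced in HEK293T cells | Compound: 12.5 µM single point | Times: 90 min, room temperature | Signal: Fluorescence polarization readout | Read-out basis: % inhibition of substrate cleavage by Csn5 | Controls: no-enzyme wells high, enzyme-with-substrate wells low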
NadD block: inhibitors of Staphylococcus aureus NadD; 360,000 compounds, 0.78% hits; inhibition, % at 20 µM; purified NadD enzyme, colorimetric absorbance read-out; in the data active = inhibition above about 26%; note: some compounds past the cut are filed as inactive
LMPTP inh: blocks human LMPTP phosphatase; inhibition, % at 20 µM; 360,000 compounds, 0.22% hits; recombinant LMPTP-A, OMFP fluorogenic substrate, fluorescence intensity; P24666;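 active = compounds that cut the enzyme signal by at least half of the control window in the single-dose screen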;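 note: plate controls were DMSO wells with enzyme plus substrate for no effect and substrate without enzyme for full effect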
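Test system: LMPTP-A phosphatase enzyme; input: 0.625 nM LMPTP-A final; reagent: OMFP substrate, 400 µM final; compound dosing: 20 µM single dose, 3% DMSO; incubation: 50 min dark incubation at room temperature; measured by: endpoint fluorescence intensity from OMFP dephosphorylation; measure: % inhibition relative to no-enzyme and uninhibited control wells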
Starred values were filed as active, the others as inactive; i = inactive; . = no result given. Compounds were not picked by outcome; overall some 3.6% were active at least once.

item	mol	DNMT1 inh	SUMO1-SIM PPI	Scp1 inh	Rpn11 block	TbMetRS inhib	PABP1 MLLE inh	STEP block	CSN deneddyl inh	NadD block	LMPTP inh
1	O=[N+]([O-])c1ccc(S(=O)(=O)NCCCc2ccccc2)cc1	1	-30	-3	i	-0.4	4	1	-2	-5	-0.2
2	CSc1ccc(/C=N/NC(=O)c2cccc(Cl)c2)cc1	-1	-1	64*	i	0.0	-13	-1	-7	0	8.2
3	O=CNc1cc(-c2ccoc2)cn2c(-c3ccc(F)cc3)cnc12	0	3	.	i	0.0	-64	0	21	13	1.2
4	CCOc1ccc(-c2cc(C(=O)N/N=C(\C)c3cccnc3)c3ccccc3n2)cc1	-2	-15	-5	i	-0.2	14	9	0	7	-0.4
5	COC(CN(C)C(=O)c1cn(C)c2ccc(S(=O)(=O)N(C)C3CCCCC3)cc2c1=O)OC	0	5	-4	i	0.1	-7	8	3	2	-1.2
6	CC(C)C(=O)NC(=S)N1CCc2ccccc21	-2	-5	-5	i	-0.3	-28	-3	-12	-3	-1.1
7	CCC(C)Sc1nc2c(cnn2-c2ccc(F)cc2)c(=O)[nH]1 (stereo not drawn)	3	-1	-9	i	-0.2	-7	2	1	-1	-1.9
8	COc1cccc(NC(=O)N2CCC(NC(=O)C(Cc3ccccc3F)NC(C)=O)CC2)c1 (stereo not drawn)	-1	3	-7	i	0.3	7	0	2	-4	-0.9
9	CCn1cc(CN2CCC(C(=O)Nc3cccc(-c4cccc(Cl)c4)c3)CC2)cn1	-5	-13	-2	i	-0.3	-3	2	-5	-9	1.0
10	COc1cccc(/C=N/Nc2ccc(S(=O)(=O)O)cc2)c1O	1	4	-11	i	-0.3	-1	2	-4	-7	-2.6
11	CSCC[C@H](NC(=O)Nc1ccc(C)cc1C)C(=O)O	-2	1	-18	i	-0.1	4	1	-6	-7	-2.1
12	Cc1cc(NC(=O)C2CCCCC2)ncc1NC(=O)c1ccccn1	4	2	8	i	-0.7	7	-5	1	6	-0.5
13	COC(=O)c1cccc(NC(=O)CSCc2ccccc2)c1	-1	6	-2	i	1.4	6	0	-1	-1	-0.3
14	CCc1cc2c(-c3ccccc3)cc(=O)oc2cc1OCC(C)=O	-2	-11	4	i	0.2	4	1	-2	1	0.8
15	CC1CC(NC(=O)/C(C#N)=C/c2ccc[nH]2)CC(C)(C)C1 (stereo not drawn)	0	1	-11	i	-0.6	-4	3	-3	-4	-0.4
16	COCCNC(=O)c1onc(CSc2nc3ccccc3[nH]2)c1C(=O)NCCOC	5	2	-6	i	-0.2	12	1	3	2	-1.8
17	CC1CCN(C(=O)COC(=O)c2ccc(F)c(S(=O)(=O)N3CCOCC3)c2)CC1	1	2	-5	i	-0.4	-6	4	0	1	-0.4
18	Cn1nc(C(=O)Nc2sc3c(c2C#N)CCCC3)ccc1=O	-1	-2	2	i	0.4	9	-1	4	-1	0.3
19	CCCCCCNc1nc(Cl)nc(NC(C)(C)CO)n1	4	2	18	i	-0.8	-1	-4	2	-3	-0.4
20	CCOC(=O)c1cccc(NC(=O)CSc2nnc(-c3cccnc3)n2C)c1	-1	-2	-5	i	-0.2	-8	1	0	5	0.2

New compounds follow:
item	mol	DNMT1 inh	SUMO1-SIM PPI	Scp1 inh	Rpn11 block	TbMetRS inhib	PABP1 MLLE inh	STEP block	CSN deneddyl inh	NadD block	LMPTP inh
21	OCc1cn(-c2ccccc2)nc1-c1ccc(Br)cc1	2	-1	-15	i	-1.0	-1	0	1	-7	0.6
22	Cc1ccccc1C(=O)Nc1ccnn1C1CCN(Cc2cnn(C)c2)CC1	2	4	-8	i	-0.3	3	1	1	-4	-0.3
23	CCCCn1c(=O)[nH]c(=O)c2c1nc(-c1ccc(-c3ccccc3)cc1)n2C	28	-8	-1	i	-0.5	4	0	1	4	-2.1
24	CN(C)/C=C/C(=O)c1cccc([N+](=O)[O-])c1	0	-6	-5	i	-1.0	-3	0	-13	-9	-1.0
25	COc1ccc(S(=O)(=O)NCc2ccco2)cc1NC(=O)c1ccccc1	1	7	-7	i	-0.5	2	1	-1	3	-1.0
26	CC1=Nc2cccc([N+](=O)[O-])c2NC(=O)C1	4	-16	0	i	-0.5	7	0	-1	-8	-2.1
27	Cc1onc(-c2c(F)cccc2Cl)c1C(=O)OCn1nnc2ccccc2c1=O	2	-6	-14	i	0.2	-6	-2	4	-14	0.8
28	CCC(C)NC(=O)C1CCCN1S(=O)(=O)c1ccc(Cl)cc1 (stereo not drawn)	0	2	-8	i	0.1	-1	-3	-1	5	-1.7
29	C=C(C)C1CC=C(C)/C(=N/NC(=O)c2ccccc2[N+](=O)[O-])C1 (stereo not drawn)	0	-9	5	i	-0.4	10	9	-1	-3	0.3
30	CSc1nc(-c2ccco2)cc(-c2ccccc2)c1C#N	-2	0	-14	i	-1.0	3	1	8	0	1.6
31	O=c1[nH][nH]c2c1C(C1CCCCC1)OC(C1CCCCC1)C2 (stereo not drawn)	.	9	.	.	-0.7	.	.	-2	11	0.7
32	CCCNC(=O)CC1Sc2ccccc2NC1=O (stereo not drawn)	-3	2	0	i	-0.4	-1	9	-3	-3	-1.7
33	COc1ccc(C(CNC(=O)COc2ccccc2C)N2CCCC2)cc1 (stereo not drawn)	2	5	-5	i	-0.4	3	-1	-1	-3	0.4
34	Cc1cc(C)c(NC(=O)COC(=O)c2c(C)noc2C)c(Cl)c1	1	3	-8	i	-0.4	-3	-1	-2	2	0.4
35	CC(C)(O)CCc1c(-c2ccc(O)cc2O)oc2c3c(cc(O)c2c1=O)OC(C)(C)C=C3	-23	7	-1	i	0.1	-34	-4	11	4	3.2
36	CCS(=O)c1ccccc1C(=O)O (stereo not drawn)	1	-1	6	i	-0.6	-6	1	-1	5	-1.6
37	Cc1nc(C)c(C(=O)OCC(=O)NCCc2ccc(S(N)(=O)=O)cc2)s1	0	3	6	i	0.1	4	-1	0	3	-0.5
38	COc1ccc2[nH]cc(C(=O)CN3CCCC(C)(C)C3)c2c1	-6	1	-7	i	-0.1	-13	-2	-3	-5	-1.4
39	CC(C)=CCCC1=CCC2C(=O)NNC(=O)C2C1 (stereo not drawn)	1	-3	-2	i	-0.5	-10	-4	-2	-2	-0.5
40	CC=CCn1c(SCc2ccccc2)nc2c1c(=O)[nH]c(=O)n2C	2	3	.	i	0.8	43*	8	-2	5	-1.6

Part of the list above in order of SMILES length, smallest number first.
item	mol	DNMT1 inh	SUMO1-SIM PPI	Scp1 inh	Rpn11 block	TbMetRS inhib	PABP1 MLLE inh	STEP block	CSN deneddyl inh	NadD block	LMPTP inh
36	CCS(=O)c1ccccc1C(=O)O (stereo not drawn)	1	-1	6	i	-0.6	-6	1	-1	5	-1.6
19	CCCCCCNc1nc(Cl)nc(NC(C)(C)CO)n1	4	2	18	i	-0.8	-1	-4	2	-3	-0.4
13	COC(=O)c1cccc(NC(=O)CSCc2ccccc2)c1	-1	6	-2	i	1.4	6	0	-1	-1	-0.3
26	CC1=Nc2cccc([N+](=O)[O-])c2NC(=O)C1	4	-16	0	i	-0.5	7	0	-1	-8	-2.1
24	CN(C)/C=C/C(=O)c1cccc([N+](=O)[O-])c1	0	-6	-5	i	-1.0	-3	0	-13	-9	-1.0
10	COc1cccc(/C=N/Nc2ccc(S(=O)(=O)O)cc2)c1O	1	4	-11	i	-0.3	-1	2	-4	-7	-2.6
28	CCC(C)NC(=O)C1CCCN1S(=O)(=O)c1ccc(Cl)cc1 (stereo not drawn)	0	2	-8	i	0.1	-1	-3	-1	5	-1.7
40	CC=CCn1c(SCc2ccccc2)nc2c1c(=O)[nH]c(=O)n2C	2	3	.	i	0.8	43*	8	-2	5	-1.6
29	C=C(C)C1CC=C(C)/C(=N/NC(=O)c2ccccc2[N+](=O)[O-])C1 (stereo not drawn)	0	-9	5	i	-0.4	10	9	-1	-3	0.3

Further compounds follow:
item	mol	DNMT1 inh	SUMO1-SIM PPI	Scp1 inh	Rpn11 block	TbMetRS inhib	PABP1 MLLE inh	STEP block	CSN deneddyl inh	NadD block	LMPTP inh
41	CC1(C)C(=O)C2(CCCCC2)C(=O)OC1c1cccs1 (stereo not drawn)	-2	2	-11	i	-0.2	-5	3	0	-2	0.8
42	CC(NC(=O)CN1C(=O)NC(C)(c2cccc3ccccc23)C1=O)c1ccccc1 (stereo not drawn)	-2	-1	-5	i	0.3	-5	0	6	0	0.5
43	CCCCNc1c(C(=O)OCC)c(C)nc2c1cnn2CC	0	1	-6	i	-0.2	-8	-2	-4	0	1.2
44	CC1(C)CC(=O)C2=C(C1)N(c1ccc(F)cc1)C(=O)CC2c1ccsc1 (stereo not drawn)	3	1	-6	i	-0.5	13	0	4	-4	0.5
45	O=C(Nc1ccc2c(c1)OCO2)c1cc(-c2ccc(O)cc2)on1	-11	39*	-10	i	0.6	1	-3	-5	6	0.6
46	COc1ccc(NC(=O)CN2CCCC2)cc1	1	6	-3	i	-0.8	-3	-1	-1	-4	-1.2
